# GPR151 activ – activates the human receptor GPR151; Q8TDV0; PathHunter beta-arrestin GPR151 cells, luminescence; activation, % at 11.2 µM; hit rate 1% among 650,000; in the data active = activation above about 4.9%;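 note: 0% = median of compound wells and 100% = cells with positive control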
# Target sequence (Q8TDV0 whole entry, looked up): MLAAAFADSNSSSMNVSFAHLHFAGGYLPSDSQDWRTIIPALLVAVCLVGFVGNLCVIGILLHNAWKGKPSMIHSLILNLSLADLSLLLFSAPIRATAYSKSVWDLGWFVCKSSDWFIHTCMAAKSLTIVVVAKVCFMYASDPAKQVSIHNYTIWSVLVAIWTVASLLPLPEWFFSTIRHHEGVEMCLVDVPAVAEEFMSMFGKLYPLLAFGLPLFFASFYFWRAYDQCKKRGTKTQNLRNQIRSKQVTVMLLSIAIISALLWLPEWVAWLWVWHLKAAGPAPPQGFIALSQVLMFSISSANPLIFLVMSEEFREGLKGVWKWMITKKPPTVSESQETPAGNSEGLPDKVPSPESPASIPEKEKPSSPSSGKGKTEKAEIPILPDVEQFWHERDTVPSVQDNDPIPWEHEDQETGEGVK
# FBW7 act – human FBW7 E3 ligase activation, primary screen; normalized activity (activation), % at 26.1 µM; Q969H0; AlphaScreen FBW7–phospho-cyclin E peptide binding, activator screen; AID 1259310; hit rate 0.13% among 650,000; in the data active = normalized activity above about 1.9%;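 note: purified mutant Fbw7 with reduced substrate affinity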
# Target sequence (Q969H0 whole entry, looked up): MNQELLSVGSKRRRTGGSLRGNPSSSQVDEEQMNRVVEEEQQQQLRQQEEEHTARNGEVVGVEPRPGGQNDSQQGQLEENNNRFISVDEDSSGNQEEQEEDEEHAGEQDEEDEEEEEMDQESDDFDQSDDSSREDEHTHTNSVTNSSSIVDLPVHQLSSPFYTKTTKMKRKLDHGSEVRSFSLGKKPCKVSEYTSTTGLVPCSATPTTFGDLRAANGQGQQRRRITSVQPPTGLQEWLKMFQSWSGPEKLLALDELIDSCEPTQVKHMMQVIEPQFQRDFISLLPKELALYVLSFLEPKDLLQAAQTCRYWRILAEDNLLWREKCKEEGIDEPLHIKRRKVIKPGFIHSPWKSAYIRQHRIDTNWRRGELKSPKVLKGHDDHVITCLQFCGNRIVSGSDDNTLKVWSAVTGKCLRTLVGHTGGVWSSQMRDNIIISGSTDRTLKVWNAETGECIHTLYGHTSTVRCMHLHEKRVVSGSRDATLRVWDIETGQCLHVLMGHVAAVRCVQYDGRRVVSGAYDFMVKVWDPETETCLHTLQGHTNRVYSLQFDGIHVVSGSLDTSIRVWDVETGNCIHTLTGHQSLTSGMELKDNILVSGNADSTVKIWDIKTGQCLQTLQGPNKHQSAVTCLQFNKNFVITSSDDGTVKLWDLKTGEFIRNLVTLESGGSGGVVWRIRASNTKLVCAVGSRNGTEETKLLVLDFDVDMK
# TEAD-YAP block – TEAD-YAP interaction inhibition; HEK-TIYL cells, TEAD-Gal4/YAP UAS-luciferase luminescence; inhibition, % at 9.12 µM; hit rate 1.4% among 640,000; in the data active = inhibition above about 32%;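 note: 0% = median of test compound wells and 100% = reference inhibitor wells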
# MITF inh – inhibitors of human MITF; O75030; AlphaScreen MITF homodimerization, bead proximity signal; inhibition, % at 2.6 µM; hit rate 0.91% among 650,000; in the data active = inhibition above about 50%;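 note: 0% = vehicle wells with protein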
# * hit, by the source's call.
# The line under a structure holds: GPR151 activ	FBW7 act	TEAD-YAP block	MITF inh
> COC(=O)c1ccccc1NC(=O)NCc1ccc(C(=O)O)cc1
→ -0.2	-0.1	8	-3
> COc1cccc(CNCC(O)COc2ccc(C(=O)c3ccccc3)cc2)c1 (configuration not stated)
→ 0.9	0.0	3	39
> Cc1cc(C)n(-c2nc(C)c(C)c(=O)n2CC(=O)Nc2cccc3ccccc23)n1
→ -1.0	-0.2	5	-5
> CCOC(=O)C1=C(C)N=c2s/c(=C\c3cc(Br)c(OC)cc3OC)c(=O)n2C1c1ccc(C(C)C)cc1 (configuration not stated)
→ -0.1	0.6	-7	15
> NNC(=O)C(=O)Nc1nc(-c2ccc(Cl)cc2)cs1
→ 0.0	0.0	-2	0
> CC1=C(C(=O)OCCc2ccccc2)C(c2ccc(N(C)C)cc2)NC(=S)N1 (configuration not stated)
→ 0.2	-0.2	6	10
> CC(=O)N/C(=C\c1c[nH]c2ccccc12)C(=O)O
→ -0.9	-0.1	-2	-30
> C=CCN1C(=O)/C(=c2\sc3nc(-c4ccccc4)nn3c2=O)c2ccccc21
→ -0.9	-0.1	2	1
> COc1cc(/C=C2\C(=O)N(c3ccc(Cl)c(C(=O)O)c3)N=C2C)c([N+](=O)[O-])cc1OC
→ -0.4	-0.2	-1	-1
> COc1ccc(NC(=O)Cn2cnc3scc(-c4ccc(C)cc4)c3c2=O)c(OC)c1
→ 2.5	-0.2	6	-20
> Cc1ccc(-c2nnn(CC(=O)N3CCCCC3)n2)c(-n2cnnn2)c1
→ -0.3	-0.2	3	9
> Cc1cc(C)c(NC(=O)NC(=O)c2ccc(F)cc2)c(C)n1
→ 0.6	-0.1	-14	7
> CCc1ccc(OCC2c3cc(OC)c(OC)cc3CCN2C(=O)c2cc3ccccc3oc2=O)cc1 (configuration not stated)
→ -0.8	0.1	-14	-10
> Nc1nc2n(n1)C(c1ccc(F)cc1)CC(c1ccc(F)cc1)N2 (configuration not stated)
→ -0.6	0.0	-13	12
> CCOc1cc(C(=O)NC(=S)Nc2cccc(C)n2)cc(OCC)c1OCC
→ 0.7	-0.2	2	-11
> COc1ccc(S(=O)(=O)NCc2ccco2)cc1OC
→ 0.1	0.2	0	15
> CC(C)(C)c1ccc(C(=O)Nn2c(-c3ccccn3)nc3ccccc3c2=O)cc1
→ -0.7	0.1	12	-12
> CCOC(=O)Nc1ccc(S(=O)(=O)N2CCN(c3ccccc3)CC2)cc1
→ -1.2	0.2	4	7
> Cc1ccc(C(=O)N/C(=C\c2cn(-c3ccccc3)nc2-c2ccccc2)C(=O)N2CC(C)OC(C)C2)cc1 (configuration not stated)
→ 0.7	0.1	-3	0
> COc1ccc(C(=O)/C=C(\C)Nc2ccc(O)cc2C)cc1
→ -0.6	-0.2	-7	2
> O=C(OCC1COc2ccccc2O1)c1ccc([N+](=O)[O-])cc1 (configuration not stated)
→ 0.9	-0.3	5	9
> Cc1cccc(N(C)C(=O)NCc2noc3ccccc23)c1
→ 2.6	0.0	-8	-2
> Cc1ccc(C)c(N2CCN(C(=O)c3cc(S(=O)(=O)N4CCOCC4)ccc3F)CC2)c1
→ -1.3	0.0	1	-3
> Cn1c(C(=O)N2CCC(C(=O)O)CC2)cc2sccc21
→ 0.0	-0.1	0	22
> Cc1ccc(-c2nc3ncccc3o2)cc1NC(=S)NC(=O)c1ccccc1
→ 2.2	0.1	-3	1
> COC(=O)Cn1c(O)c(N=NC(=O)c2cccc(N3CCCC3=O)c2)c2ccccc21
→ -0.6	0.0	8	6
> COc1ccc(-c2c(C)nn(-c3ccccc3)c2NC(C)=O)cc1OC
→ -1.5	0.1	13	4
> Cc1sc2nc3n(c(=O)c2c1C)NC(=O)CC3
→ 0.9	-0.1	-1	2
> NC(=O)C1(N2CCCCC2)CCN(C(=O)c2cccc(-n3c(=S)[nH]c4cc(Cl)ccc4c3=O)c2)CC1
→ -1.2	-0.1	-3	-6
> COc1cccc(NC(=O)CSc2nc3c(sc(=S)n3-c3cccc(OC)c3)c(=O)n2-c2ccccc2OC)c1
→ 0.9	-0.1	-4	12

# Five compounds from above, limited to MITF inh.
Compound	MITF inh
Cc1cc(C)n(-c2nc(C)c(C)c(=O)n2CC(=O)Nc2cccc3ccccc23)n1	-5
CCOC(=O)C1=C(C)N=c2s/c(=C\c3cc(Br)c(OC)cc3OC)c(=O)n2C1c1ccc(C(C)C)cc1 (configuration not stated)	15
NNC(=O)C(=O)Nc1nc(-c2ccc(Cl)cc2)cs1	0
CC1=C(C(=O)OCCc2ccccc2)C(c2ccc(N(C)C)cc2)NC(=S)N1 (configuration not stated)	10
CC(=O)N/C(=C\c1c[nH]c2ccccc12)C(=O)O	-30

# Following part.
# The line under a structure holds: GPR151 activ	FBW7 act	TEAD-YAP block	MITF inh
> CCOCCn1cnc2sc(C(=O)Nc3ccccc3C(=O)OC)c(C)c2c1=O
→ 0.2	0.3	-5	9
> COc1cc(/C=N/NC(=O)c2c(C)nnn2-c2nonc2N)ccc1O
→ 0.3	0.0	7	1
> COC(=O)C1C(C(=O)OC)C2(OC(c3ccccc3)=CC2=O)C12OC(c1ccccc1)=CC2=O (configuration not stated)
→ 1.0	0.1	7	8
> CCOc1ccc(NC(=O)c2cn(-c3ccc(OC)cc3)c(=O)c3ccccc23)cc1
→ 1.2	0.1	7	-1
> CC(=O)c1cccc(Nc2nc(-c3ccc(Cl)cc3)cs2)c1
→ -0.6	-0.1	-25	4
> c1ccc2c(c1)CCCN2c1nc2ccccc2n2nnnc12
→ -1.4	0.2	-29	-8
> CC(C)(C)NC(=O)NCC(c1ccc2c(c1)OCO2)N1CCN(c2ccccc2F)CC1 (configuration not stated)
→ 0.5	-0.1	0	3
> N#Cc1c(N2CCOCC2)nc(N)c2c(N)nc3c(c12)CC(c1ccccc1)O3 (configuration not stated)
→ -0.2	0.1	-1	-9
> O=C(O)C(Cc1ccccc1)P(=O)(O)CN1CCCC1=O (configuration not stated)
→ -1.0	0.0	5	-6
> O=C(Nc1cccc(-c2ccco2)c1)C1CCN(C2CCOCC2)CC1
→ 0.2	-0.2	-1	32
> CN1C(=O)/C(=C/C=C2/CCCN2C)N(C)C1=S
→ 0.7	0.4	2	13
> O=S(=O)(c1ccc2oc(=S)n(CN3CCCC3)c2c1)N1CCOCC1
→ 0.6	0.4	2	13
> O=C(NCc1ccccc1)c1ccc(Br)o1
→ -0.7	0.1	-4	-7
> CCC(=O)N(Cc1ccc(OC)cc1)Cc1cc2cc3c(cc2[nH]c1=O)OCCO3
→ 1.7	0.2	-1	5
> Cc1cccc(C)c1OCC(=O)NNC(=O)c1ccncc1
→ -0.2	-0.1	-1	11
> CC(=O)c1c(N=CN(C)C)nc(C)nc1-c1ccccc1
→ -0.2	0.1	-4	13
> COc1cc(NS(=O)(=O)c2ccc(N/C=C/C(=O)c3ccc(OC)c(OC)c3)cc2)nc(OC)n1
→ 0.2	0.1	-3	8
> Cc1ccc(C2=NC3(CCC(C)CC3)NC2=O)cc1 (configuration not stated)
→ 0.8	0.0	-18	5
> CCCCOc1ccc(NC(=O)C(C)(C)C)cc1
→ 0.9	-0.2	-66	-8
> C=CCc1ccc(-c2ccc([N+](=O)[O-])cc2)nc1
→ -1.7	-0.3	-86	1
> CCOc1ccccc1NC(=O)Cn1c(=O)sc2ccccc21
→ -0.5	0.1	-30	16
> COc1cc2nc(NC(=O)c3c(F)cccc3F)sc2cc1OC
→ -1.5	0.2	-25	6
> O=C(Nc1cccc([N+](=O)[O-])c1)C1C2/C=C\CCCCC21 (configuration not stated)
→ -1.3	0.4	5	6
> Cc1ccc(C(=O)NCCC(C)C)cc1N1CCCC1=O
→ 1.2	0.8	0	12
> CCCCn1c(Cc2ccccc2)nnc1SCC(=O)OCC
→ -0.9	0.0	2	-2
> C#CCOc1ccc(/C=C2/C(=O)ON=C2C)cc1Br
→ -0.3	0.2	5	25
> CCOC(=O)C1=C(C(=O)OCC)SC(=C2C(=S)C(C)(C)N(C(=O)C(C)C)c3c(C)cc(C)cc32)S1
→ -0.6	0.1	3	18
> NC(=O)N1CCN(c2c(Cl)cccc2[N+](=O)[O-])CC1
→ -1.2	0.1	1	24
> Cc1cc(C)cc(NC(=O)C2C3C=CC4(O3)C2C(=O)N(C2CCCCCCC2)C4C(=O)NC2CCCC(C)C2C)c1 (configuration not stated)
→ -0.3	-0.1	-3	7
> Cc1ccc(C2=NNC(c3ccccc3)=Nc3ccccc32)o1
→ -0.6	-0.2	-65	10

# The line under a structure holds: GPR151 activ	FBW7 act	TEAD-YAP block	MITF inh
> CCOc1ccc(/C=C2/C(=O)ON=C2c2ccccc2)c(OCC)c1
→ 0.8	-0.1	2	0
> CCN1CCN(C(=O)c2ccccc2[N+](=O)[O-])CC1
→ -0.4	0.1	2	-12
> C=CCNc1cc(N2CCN(C(=O)C(C)(C)C)CC2)ccc1[N+](=O)[O-]
→ -0.9	-0.4	-2	3
> CCCC(=O)Nc1nnc(SCC(=O)NCc2ccco2)s1
→ -0.6	0.0	1	4
> CCCC1(C2CCN(C(=O)c3ccoc3)CC2)NC(=O)N(CCC2CCCN2C)C1=O (configuration not stated)
→ 1.6	0.0	-9	5
> COc1cc(-c2cn3c(NC(=O)c4cccs4)c(C)nc3cn2)cc(OC)c1OC
→ 5.3*	0.0	-5	-6
> CC(=O)Nc1ccccc1NC(=O)CCC1CCCCC1
→ -0.8	0.0	3	15
> CC(C)CCN1CCN(Cc2ccon2)CC1CCO (configuration not stated)
→ -1.4	-0.1	-3	1
> CCOC(=O)C1=C(C(=O)OCC)SC(=C2C(=S)C(C)(C)N(C(=O)Cc3ccccc3)c3cc(C)ccc32)S1
→ 0.4	0.0	-12	0
> Cc1cc(C)n(-c2cccc(Cl)c2)c(=O)c1C#N
→ 0.2	0.6	7	-3
> Cc1cccc(Nc2nc3c(s2)CCC3)c1
→ -1.0	-0.1	-76	7
> CCOc1cc(C#N)ccc1OCC(=O)N1C(C)CCCC1C (configuration not stated)
→ -1.6	0.9	8	12
> CCOC(=O)C1(Cc2cccc(OC)c2)CCN(Cc2cn(CC)nc2C)CC1
→ -0.8	0.2	1	10
> Cc1cccc(C)c1NC(=O)C1(N(C(=O)Cn2cccc([N+](=O)[O-])c2=O)c2cccc(N(C)C)c2)CCCCC1
→ 0.4	-0.2	3	0
> CCCCC1CCC(C(=O)Nc2nnc(C)s2)CC1 (configuration not stated)
→ -0.5	-0.1	-7	-3
> CCOC(=O)c1sc2nc(C)n(C)c(=O)c2c1C
→ -1.6	-0.1	-16	-2
> CCOC(=O)C1=C(CSc2nc3c(cc2C#N)CCCCC3)OC(N)=C(C#N)C1c1ccc(SC)cc1 (configuration not stated)
→ -0.4	0.0	2	2
> O=c1[nH]c(N/N=C/c2ccc(O)cc2)nc2ccccc12
→ -5.2	0.2	0	18
> COc1ccc(C2C(C(=O)Nc3ccccc3C)=C(C)Nc3ncnn32)cc1 (configuration not stated)
→ 1.1	0.0	6	-5
> C/C(=N\OCC(=O)N/N=C/c1ccc(N(C)C)cc1)c1cccs1
→ 1.0	0.1	11	-2
> CC(C)(C)N1C(=O)C2C3CC(C2C1=O)C1C3N=NN1c1ccccc1[N+](=O)[O-] (configuration not stated)
→ -1.4	0.2	-4	13
> COc1ccc(C(=O)CSc2nc3ccccc3[nH]2)cc1
→ 1.8	-0.1	-44	-7
> COc1c(Br)cc(/C=C2\SC(N)=NC2=O)c(O)c1Br
→ -0.6	0.0	-2	-3
> Cc1cc(C)n2nc(C(=O)Nc3ccc4ccccc4c3)nc2n1
→ 0.4	0.1	-50	5
> COCCn1cc(C(=O)NCCCOC(C)C)c2c3ccccc3n(C)c2c1=O
→ 0.1	0.1	14	5
> CC(NC(=O)c1cccs1)C(C)(C)C (configuration not stated)
→ 1.3	0.0	-3	10
> O=C(NCCO)c1ccc(N2C(=O)c3ccccc3C2=O)cc1
→ -0.3	0.4	8	14
> CCOC(=O)/C=C(\C)N1N=C(c2ccccc2)CC1c1ccccc1[N+](=O)[O-] (configuration not stated)
→ 1.1	0.4	1	8
> COc1cc(NC(=O)C2CCCN(S(=O)(=O)c3c(C)noc3C)C2)cc(OC)c1 (configuration not stated)
→ -0.3	-0.1	-8	-2
> Cc1ccc(-n2c(O)c(C=Nc3cccc4c3C(=O)NC4=O)c3ccccc3c2=O)cc1
→ 0.2	0.0	1	-2

# The line under a structure holds: GPR151 activ	FBW7 act	TEAD-YAP block	MITF inh
> FC(F)(F)c1cc(-c2ccccc2)nc2cc(-c3cccc(Br)c3)nn12
→ 3.0	0.6	-7	-5
> CC(C)CCN1CCN(C/C=C/c2ccco2)CC1CCO (configuration not stated)
→ 0.9	1.0	4	-3
> O=C(Nc1cccc2ccccc12)NC1CCS(=O)(=O)C1 (configuration not stated)
→ -0.2	0.3	7	4
> CCOC(=O)c1sc(N2C(=O)C(O)=C(C(=O)c3ccco3)C2c2cccs2)nc1C (configuration not stated)
→ -0.2	0.1	-7	12
> Cc1ccc(-c2ocnc2C(=O)N2CCN(c3ncccn3)CC2)cc1
→ 3.8	0.0	4	10
> N#Cc1nc(NC(=O)c2ccco2)[nH]c1C#N
→ -3.1	0.0	5	-6
> CCOC(=O)c1ccc2nc(C)cc(Nc3ccc(C)c(Cl)c3)c2c1
→ 1.3	0.0	3	4
> CCCCS(=O)CC(COC(=O)c1ccc(C)cc1)S(=O)CCCC (configuration not stated)
→ -0.1	0.2	-8	18
> Cc1ccc(C(=O)N/C(=C\c2ccc(Cl)cc2)C(=O)NCc2ccncc2)cc1
→ -0.9	-0.1	-1	-5
> Cc1cc(C)cc(NC(=O)Cn2nnc(C(=O)NCc3ccc4c(c3)OCO4)c2N)c1
→ -0.2	0.1	-14	9
> CC(C)NC(=O)Cn1cc2c(n1)CCCCC2
→ -0.5	0.0	-9	16

# Screening results: PubChem, The Scripps Research Institute Molecular Screening Center
